Bioassay records: PubChem, several laboratories
V1R ag counter – agonists of human V1a receptor, primary screen, counter-screen for OXTR agonist project, fluorescence, CHO-V1R cells; 320,000 compounds, 0.25% hits; activation, % at 3 µM; Fluo-8 calcium fluorescence, agonist mode; 0% DMSO, 100% 3 nM vasopressin; Vasopressin V1a receptor (Homo sapiens), P37288; AID 2797, 2010;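 active = activation above the mean activation of all tested compounds plus 3 SD, per screening run, cut at about 20% in these data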;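 also: signal is peak over basal fluorescence ratio across a 100 second FLIPR read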
Target sequence (P37288 whole entry, looked up): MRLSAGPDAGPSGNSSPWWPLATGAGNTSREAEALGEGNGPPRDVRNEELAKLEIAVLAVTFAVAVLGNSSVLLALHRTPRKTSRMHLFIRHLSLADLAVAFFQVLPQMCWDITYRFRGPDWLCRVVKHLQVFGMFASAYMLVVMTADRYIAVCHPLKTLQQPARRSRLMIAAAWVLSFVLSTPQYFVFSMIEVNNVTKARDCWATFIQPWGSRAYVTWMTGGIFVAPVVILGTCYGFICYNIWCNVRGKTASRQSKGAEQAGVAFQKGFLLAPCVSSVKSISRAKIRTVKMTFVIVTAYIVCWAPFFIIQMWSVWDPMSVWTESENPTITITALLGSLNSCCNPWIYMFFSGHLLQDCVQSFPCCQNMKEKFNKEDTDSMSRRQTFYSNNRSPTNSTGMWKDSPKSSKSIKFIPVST
GalR3 antagonist – GalR3 antagonists in HEK293 cells, primary screen, cell-based, fluorescence readout; Galanin receptor type 3 (Homo sapiens), O60755; HEK293 GalR3-CNG cAMP membrane potential fluorescence; galR3 body fused to GalR1 C-terminus; 360,000 compounds, 0.44% hits; inhibition, % at 3 µM; AID 651719, 2012;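 active = inhibition above the screen-wide average plus 3 SD, cut at about 13% in these data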;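 also: forskolin and galanin both at EC90 stimulate the cells; cAMP rise reported by CNG channel membrane potential dye signal; 0% = forskolin plus galanin with DMSO and 100% = forskolin alone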
Target sequence (O60755 1-299 limits assumed): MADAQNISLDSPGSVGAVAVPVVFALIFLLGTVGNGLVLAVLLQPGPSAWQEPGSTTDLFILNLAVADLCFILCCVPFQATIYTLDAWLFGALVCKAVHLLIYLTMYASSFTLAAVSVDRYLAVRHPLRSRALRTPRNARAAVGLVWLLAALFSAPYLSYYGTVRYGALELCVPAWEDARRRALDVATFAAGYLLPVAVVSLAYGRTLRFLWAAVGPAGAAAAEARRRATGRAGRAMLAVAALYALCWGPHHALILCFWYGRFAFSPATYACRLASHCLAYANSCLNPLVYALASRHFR
OXTR potentiator – human OXTR potentiators, primary screen, fluorescence, CHO-OTR cells, Fluo-8 calcium. AID 2445, 2010. activation, % at 3 µM. Oxytocin receptor (Homo sapiens), P30559. 320,000 compounds, 0.061% hits. Fluo-8 calcium fluorescence, potentiator mode; 0% = oxytocin EC15, 100% = EC100;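 active = activation above that plate's cutoff, the mean activation of tested compounds plus 3 SD, cut at about 6.6% in these data, passing the limit was not always enough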;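 also: 100% uses oxytocin at 75 nM as the full agonist control; some results filed as inactive read as strong as hits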
Target sequence (P30559 whole entry, looked up): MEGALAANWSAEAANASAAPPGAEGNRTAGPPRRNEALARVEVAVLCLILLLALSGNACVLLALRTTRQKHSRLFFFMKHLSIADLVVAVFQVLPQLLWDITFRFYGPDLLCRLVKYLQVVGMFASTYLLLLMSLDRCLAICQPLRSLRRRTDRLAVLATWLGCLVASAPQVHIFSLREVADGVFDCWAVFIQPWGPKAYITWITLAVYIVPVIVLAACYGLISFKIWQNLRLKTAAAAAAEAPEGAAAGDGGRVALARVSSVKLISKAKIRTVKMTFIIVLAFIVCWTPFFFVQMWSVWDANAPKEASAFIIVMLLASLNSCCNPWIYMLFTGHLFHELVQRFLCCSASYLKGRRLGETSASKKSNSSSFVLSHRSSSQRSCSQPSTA
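System: human OTR in CHO cells; Also added: sub-maximal oxytocin, roughly EC15; Timing: compound 6 min at room temperature before oxytocin, 100 s read; Technique: Fluo-8 intracellular calcium fluorescence, ex 470-495, em 515-575 nm; Controls: oxytocin EC15 low and EC100 high; Replication: singlicate.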
GPR7 antag – GPR7 receptor antagonists, primary screen, cell-based, fluorescence, single concentration | Neuropeptides B/W receptor type 1 (Homo sapiens), P48145 | GPR7-expressing cells, fluorescence antagonist assay | inhibition, % at 4.4 µM | 290,000 compounds, 1.1% hits | AID 1861, 2009; in the data active = inhibition above about 16%, passing the limit was not always enough;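 also: cells stimulated with the agonist NPW; 0% = agonist with vehicle and 100% = vehicle without agonist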
MEKK2wt PB1 HTS – modulators of MEK5 binding to wildtype MEKK2, primary screen, biochemical, multiplex bead flow cytometry, Alexa488-MEK5; Mitogen-activated protein kinase kinase kinase 2 (Homo sapiens), Q9Y2U5; Alexa488-MEK5 binding to MEKK2 WT; actives lie on both sides; binding response (% of control), % at 10 µM; 290,000 compounds, 1.1% hits; in the data active = binding response below about 67% or above about 130%
OXTR ag – human OXTR agonists, primary screen, fluorescence, CHO-OTR cells, Fluo-8 calcium. activation, % at 3 µM. Fluo-8 calcium fluorescence; normalized: DMSO 0%, oxytocin 100%. 320,000 compounds, 0.32% hits;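 active = activation above the mean of all tested compounds plus 3 SD, cutoff set per screening run, cut at about 20% in these data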;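 also: peak over basal fluorescence ratio from a 100 s FLIPR kinetic read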
MEKK2 mut-MEK5 – MEK5 binding signal on mutant MEKK2 PB1, primary screen, biochemical, multiplex bead flow cytometry, Alexa488-MEK5; percent response, % at 10 µM; Alexa488-MEK5 binding to MEKK2 mutant; AID 1530, 2009; 290,000 compounds, 0.35% hits; in the data active = percent response above about 24%, passing the limit was not always enough; also: inactives centre near 1; some results filed as inactive read as strong as hits
PfM18AAP inh – PfM18AAP inhibitors, malaria aminopeptidase, primary screen, biochemical, QFRET, recombinant enzyme | M18 aspartyl aminopeptidase (Plasmodium falciparum 3D7) | H-Glu-NHMec fluorogenic cleavage | inhibition, % at 7.35 µM | 290,000 compounds, 1.2% hits;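 active = inhibition above the campaign mean inhibition over all tested compounds plus 3 SD, cut at about 28% in these data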;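 also: 0% = plate median of test compound wells and 100% = 2 mM ZnCl2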
NALP1 inh – NALP1 inflammasome inhibitors in reconstituted yeast, colorimetric, S. cerevisiae, triplicate retest; 280,000 compounds, 0.61% hits; inhibition, % at 10 µM; S. cerevisiae NALP1/ASC/caspase-1 growth, X-gal OD620, 72 h; AID 2071, 2009; in the data active = inhibition mostly above about 24%, no sharp cut-off; inactive = mostly below about 32%; also: some compounds called inactive have numbers as strong as hits
An asterisk follows results filed as active; . = not tested or not shown.

SMILES	V1R ag counter	GalR3 antagonist	OXTR potentiator	GPR7 antag	MEKK2wt PB1 HTS	OXTR ag	MEKK2 mut-MEK5	PfM18AAP inh	NALP1 inh
Cc1ccc(S(=O)(=O)NC(=O)c2cccc(C)c2)cc1	0.7	-1	-8	2	109	1.3	0	3	-2
CCN(CC(=O)NCc1ccc(Cl)cc1)C(=O)CSc1cc(C)ccc1C	-1.1	2	-9	.	.	-2.1	.	.	.
CC(C)(C)c1ccc(OCC(=O)N/N=C/c2ccsc2)cc1	1.0	-9	-10	-7	102	-0.2	3	3	23
CCC1=C(OC(=O)N(CC)CC)N2C(=O)OC(=NCCc3c[nH]c4ccccc34)[C@]2(Cc2ccccc2)[C@H]2C1=CC[C@H]1C(=O)N(CC)C(=O)[C@H]12	0.5	-6	-11	.	99	-1.6	3	.	.
CCOc1cc(C=O)c(Br)cc1OC1CCCC1	-1.4	-8	-2	3	100	-2.1	2	-3	-6
CC(=O)N1CCN=C1SCc1ccc(F)cc1	0.8	-1	-1	2	98	1.6	0	0	4
COCCCN1C(=O)C(=O)/C(=C(/O)c2ccc(S(=O)(=O)N3CCCCC3)cc2)C1c1cccc(OC)c1 (stereo unspecified)	0.5	-6	-3	-1	102	0.6	6	4	6
CCCCCc1ccc(-c2cn(CC3CCCCC3)nn2)cc1	0.9	11	5	-6	105	0.1	0	-2	-9
CCC1=NN(C(=O)C(=O)Nc2ccc(Br)cc2)C(O)(C(F)(F)F)C1 (stereo unspecified)	0.1	-7	-8	-10	106	1.1	5	1	8
Cc1cc(-c2cccnc2)c(C#N)c(SCc2cccc(F)c2)n1	1.0	-6	-8	-10	104	1.9	7	4	-2
COc1ccc(OCC(O)Cn2c(=N)n(Cc3ccccc3)c3ccccc32)cc1 (stereo unspecified)	12	-8	-6	38*	122	17	5	-3	51
CCN(C(=O)CSc1nnc(-c2ccccc2)o1)c1c(N)n(Cc2ccccc2)c(=O)[nH]c1=O	1.9	-3	3	5	59	0.5	-14	12	5
CCc1c(C)sc(NC(=O)C2CC(c3c(F)cccc3Cl)=NO2)c1C#N (stereo unspecified)	0.8	-2	-12	-21	106	-1.3	8	0	.
CCn1c(SCC(=O)Nc2ccc(C(C)=O)cc2)nnc1C1CC1	-0.2	2	-3	-12	100	-0.1	-2	0	11
CCOc1ccc(C2C(C#N)=C(N)Oc3cc(O)ccc32)cc1OCC (stereo unspecified)	2.2	-9	-4	-17	109	0.4	8	2	10
CCOc1cc(/C=C2\SC(=S)N(NS(=O)(=O)c3ccccc3)C2=O)ccc1O	12	-8	-19	-10	108	8.4	9	2	-1
CCOC(=O)c1csc(NC(=O)CCSc2ccccc2)n1	9.2	-5	-20	-9	97	12	-2	-3	-8
CCC(CC)C(=O)c1c[nH]c(C(=O)N2CCN(c3ccc(OC)cc3)CC2)c1	2.3	-5	-2	-9	95	-1.8	-6	1	-20
COc1cc2oc3ccc(C#Cc4ccc(N)cc4)cc3c(=O)c2cc1OC	-0.2	-2	-16	.	106	-1.3	6	.	.
CC(=O)c1ccc(Oc2cc(C)nc(NCc3ccccc3)n2)cc1	0.5	-3	-13	-11	98	-1.1	1	-10	1
COc1ccc(C(C)=O)cc1CS(=O)(=O)CC(=O)O	-0.3	-4	-3	0	97	0.0	-5	6	1
C/C(=N\NC(=O)c1[nH]c2c([N+](=O)[O-])cc(C)cc2c1-c1ccccc1)c1cccnc1	-0.3	-3	-10	-3	97	-2.1	-1	3	10
Cc1ccc(NC(=O)c2ccc(Nc3c([N+](=O)[O-])cc([N+](=O)[O-])cc3[N+](=O)[O-])cc2)cc1	12	-5	-17	-12	107	16	4	-3	11
O=C(CSc1ccccc1)N(c1ccc(Br)cc1)c1nccs1	1.3	-7	-7	-4	100	-1.8	-2	2	27
Cc1cc(NC(=O)Nc2cc(F)ccc2F)no1	0.0	-11	-5	2	102	0.4	8	0	30

Next compounds
SMILES	V1R ag counter	GalR3 antagonist	OXTR potentiator	GPR7 antag	MEKK2wt PB1 HTS	OXTR ag	MEKK2 mut-MEK5	PfM18AAP inh	NALP1 inh
C/C(=N/NC(=O)CN1CCN(S(=O)(=O)c2ccc(C)cc2)CC1)c1ccco1	-0.6	-2	1	-10	101	-0.4	5	2	-2
COc1cc(C2/C(=C(\O)c3cc(C)ccc3C)C(=O)C(=O)N2CCN(C)C)ccc1O (stereo unspecified)	0.2	1	-11	-12	90	-0.5	-9	11	13
COc1ccc(Cl)cc1Nc1cc(C)nc2nc(C)nn12	0.2	-1	1	10	99	-0.9	-4	-6	17
Clc1ccccc1-c1nnc2sc(-c3ccncc3)nn12	-0.5	5	0	6	94	-0.1	-2	-4	-9
Cn1cc(Cl)c(C(=O)N2CCN(c3ncccn3)CC2)n1	0.5	-1	-9	1	103	0.4	1	-5	6
CCCN1C(=O)NC2(O)C(=O)c3ccccc3C12O (stereo unspecified)	0.3	0	4	1	96	-0.3	-5	-2	4
CC1CN(S(=O)(=O)c2cccc(C(=O)Nc3ccc(S(=O)(=O)NC4=NCCCCC4)cc3)c2)CC(C)O1 (stereo unspecified)	0.8	-3	-1	.	.	0.2	.	.	.
Nc1nc(NCc2ccccc2Cl)n(-c2ccccc2)n1	-0.6	-9	-3	-11	105	-0.2	2	2	-26
CCOC(=O)CSc1nnc(-c2ccc(S(=O)(=O)N3CCC(C)CC3)cc2)o1	0.2	-3	0	-4	102	-0.1	0	2	13
Cc1ccc(C(C)NC(=O)c2ccco2)cc1C (stereo unspecified)	2.0	-2	0	8	90	-0.1	3	-13	1
COC(=O)c1cc(NC(=O)c2c(-c3c(Cl)cccc3Cl)noc2C)ccc1N1CCOCC1	-1.0	-3	-6	24*	60	-0.8	4	-12	.
CCOc1ccc(S(=O)(=O)Nc2ccc(Cl)cn2)c(C)c1C	-0.2	1	3	-16	94	-2.6	-5	0	12
CC(C)(C)Nc1c(N)c(=O)oc2ccccc12	-0.6	-4	-6	-9	90	-0.3	-2	11	-25
COc1ccc(/C=C/C(=O)C(C(N)=O)=C2SCCS2)cc1	1.1	-1	2	-2	93	1.2	-9	1	20
C=CCn1c(SCC(=O)N2CCOCC2)nc2c([nH]c3ccccc32)c1=O	1.4	-3	-11	-6	111	0.2	9	0	17
O=C(c1ccc(Cl)s1)N1CCN(C23CC4CC(CC(C4)C2)C3)CC1	0.5	.	-4	-13	106	0.6	4	-2	-19
COc1ccc(N(CC(=O)O)S(=O)(=O)c2cccnc2)cc1	0.7	4	-2	1	101	0.1	3	2	27
COc1ccc(CC(=O)Nc2nncs2)cc1OC	1.2	-4	-5	-1	106	0.3	3	1	15
COC(=O)C1C(=O)C2=C(CC1C)NC(C)=C(C(=O)OC(C)C)C2c1ccc(C)o1 (stereo unspecified)	-0.6	-4	-3	-5	108	-0.8	6	2	8
Cc1ccc(CNC(=O)CCSCc2ccccc2F)cc1	-0.5	-6	-10	9	103	-1.9	2	1	8
O=C(Cn1nc(-c2ccc(Cl)cc2)c2ccccc2c1=O)NN1CCOCC1	0.1	-5	-2	-15	98	-1.3	-5	2	-2
O=C(O)/C=C/C(=O)Nc1ccc2c(c1)C(=O)c1ccccc1C2=O	0.7	-4	-1	-13	95	-0.3	-18	7	.
Cc1ccc(C)c(CN2CCC(n3nccc3NC(=O)C3CCCC3)CC2)c1	-0.1	-3	-4	-14	109	-0.4	10	3	4
O=S(=O)(c1ccc(F)c(F)c1)N1CCN(c2ccccn2)CC1	1.5	-2	1	5	99	1.0	-3	-3	4
O=C(O)CCCCCNC(=O)CSc1nnc(-c2ccco2)n1-c1ccccc1	-0.3	-8	-5	-17	95	8.4	-6	-1	-8

More structures.
SMILES	V1R ag counter	GalR3 antagonist	OXTR potentiator	GPR7 antag	MEKK2wt PB1 HTS	OXTR ag	MEKK2 mut-MEK5	PfM18AAP inh	NALP1 inh
COc1ccc(/C=C2/SC(=O)N(CCNC(=O)C3COc4ccccc4O3)C2=O)cc1 (stereo unspecified)	3.5	1	-13	-1	100	1.4	8	-3	-39
COc1cccc(CN(C)C(=O)c2cccc(S(=O)(=O)NCc3ccccc3)c2)c1OC	2.2	-2	-21	.	.	-2.0	.	.	.
FC(F)(F)c1cccc(Sc2nc(-c3ccccc3)nnc2C(F)(F)F)c1	0.8	0	-7	-2	100	1.7	16	5	22
COCCOc1cc(NC(=O)c2sccc2Oc2ccc([N+](=O)[O-])cc2F)c(Cl)cc1Cl	0.0	2	-4	-8	94	0.0	0	-8	33
Cc1ccc2c(c1)C1CN(C)CCC1N2C(=O)c1cccc(S(=O)(=O)N(C)C)c1 (stereo unspecified)	0.6	-4	-6	10	105	1.9	2	-3	15
CN(C)c1ccc(N2C(=NC(=O)COc3ccccc3)SC3CS(=O)(=O)CC32)cc1 (stereo unspecified)	-0.4	2	0	-9	100	-0.8	0	6	7
N#C/C(C(N)=O)=C1/CCc2ccccc2N1	0.2	2	3	-6	95	0.1	-4	2	27
CCCN1C=CC(=C/C=C(\C#N)C(=O)OCC)C=C1	49*	.	-15	8	88	62*	-9	7	1
COc1ccc2c(c1OC)C(=O)N(c1ccc(C)c(C)c1)C2=O	0.6	-6	-7	0	96	1.0	-2	-9	10
Clc1ccc(Cn2nnc3ccccc32)cc1	1.9	-9	-7	-4	104	-2.8	6	0	19
CC(C)(C)c1ccc(OC(=O)c2ccc3nsnc3c2)cc1	0.8	-1	-2	3	96	0.1	-2	1	8
COc1ccc(NC(=O)CSc2nccn2C)cc1S(N)(=O)=O	1.4	0	-1	-5	103	0.3	-2	4	22
CCN(CC)S(=O)(=O)c1cccc(NC(=O)c2cc3ccccc3o2)c1	3.2	-5	-18	-4	110	1.2	4	6	1
O=C(Nc1ccc(F)c(Cl)c1)C1CC2CCC1C2 (stereo unspecified)	2.9	-1	-6	.	.	-3.8	.	.	.
CC(NC(=O)Nc1cccc([N+](=O)[O-])c1)(C(F)(F)F)C(F)(F)F	7.7	0	-21	-1	101	12	-4	-2	13
CCOC(=O)c1c(CN2CCCCC2)oc2ccc(O)cc12	0.5	-1	-7	-13	101	1.2	15	1	9
N/C(=N\OC(=O)C(c1ccccc1)c1ccccc1)c1cccnc1	1.1	.	-3	1	100	-0.8	1	5	6

Profiles as entered above.
COc1cccc(CN(C)C(=O)c2cccc(S(=O)(=O)NCc3ccccc3)c2)c1OC in the list: V1R ag counter: 2.2; GalR3 antagonist: -2; OXTR potentiator: -21; GPR7 antag: .; MEKK2wt PB1 HTS: .; OXTR ag: -2.0; MEKK2 mut-MEK5: .; PfM18AAP inh: .; NALP1 inh: .
COc1ccc(NC(=O)CSc2nccn2C)cc1S(N)(=O)=O in the list: V1R ag counter: 1.4; GalR3 antagonist: 0; OXTR potentiator: -1; GPR7 antag: -5; MEKK2wt PB1 HTS: 103; OXTR ag: 0.3; MEKK2 mut-MEK5: -2; PfM18AAP inh: 4; NALP1 inh: 22
